CHX counter: affects cycloheximide protein synthesis inhibition readout, counter-screen | cell reporter, cycloheximide protein synthesis inhibition counterscreen | max response, % | 300,000 tested, 12% active; in the data active means max response mostly above about 13%, no sharp cut-off; inactive means mostly below about 14%; further: read at 38.3 µM for the half of the compounds with a filed dose; 0% is about no effect
Pf growth 48h: P. falciparum growth inhibition at 48 hours (one generation) | P. falciparum luciferase growth in erythrocytes, 48 h | Potency, µM (doses to about 28.7 µM), without a hit: at the top dose activity change, negative = inhibition, usual class: inhibitors | 310,000 tested, 5.9% active | AID 504832; further: potency means the concentration at half of the fitted maximal effect; on the % scale 0 is the no-effect control and ±100 the full control effect
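Erythrocytes infected with P. falciparum carrying an integrated firefly luciferase reporter (2% hematocrit, 0.1% parasitemia final) were exposed to compounds in RPMI 1640 with 0.5% Albumax at 37 C, 5% CO2. Growth inhibition was scored as reduced luminescence.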
Pf growth 96h: inhibits malaria parasite growth, 96 h; AID 504834; 320,000 tested, 6.9% active; Potency, µM (titrated, usually from 28.7 µM), for inactives: at the top dose activity change, negative = inhibition, hits mostly inhibitors; P. falciparum luciferase reporter growth, 96 h; further: potency means the concentration at half of the fitted maximal effect; on the % scale 0 is the no-effect control and ±100 the full control effect
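P. falciparum expressing integrated firefly luciferase grown in erythrocytes (2% hematocrit, 0.05% parasitemia final) with compounds for 96 hours at 37 C, 5% CO2. Growth inhibition read as loss of luminescence after adding luciferase detection reagent.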
Sm TGR inh: S. mansoni TGR enzyme inhibition; Q962Y6; purified TGR, DTNB reduction, TNB absorbance 405 nm; Potency, µM (series often up to 114 µM), for the others: top-dose activity change, negative = inhibition, actives largely listed as inhibitors; 360,000 tested, 3% active; AID 485364; further: potency means the concentration at half of the fitted maximal effect; on the % scale 0 is the no-effect control and ±100 the full control effect; nearly all actives have a fitted effect of over 60% in size
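First, TGR (20 nM dispensed) and NADPH were mixed with compound. Second, a 15 min room-temperature incubation followed. Third, further NADPH and then DTNB were added to start the reaction. Finally, TNB absorbance was monitored kinetically.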
FBPA Giardia inh: blocks Giardia fructose-bisphosphate aldolase activity; A8B2U2; purified Giardia FBPA; Potency, µM (series often up to 59.6 µM), inactives show top-dose activity, negative = inhibition, hits mostly inhibitors; 290,000 tested, 0.71% active; AID 2451; further: potency means the concentration at half of the fitted maximal effect; on the % scale 0 is the no-effect control and ±100 the full control effect; nearly all actives have a fitted effect of over 55% in size
Target sequence (A8B2U2 whole entry, looked up): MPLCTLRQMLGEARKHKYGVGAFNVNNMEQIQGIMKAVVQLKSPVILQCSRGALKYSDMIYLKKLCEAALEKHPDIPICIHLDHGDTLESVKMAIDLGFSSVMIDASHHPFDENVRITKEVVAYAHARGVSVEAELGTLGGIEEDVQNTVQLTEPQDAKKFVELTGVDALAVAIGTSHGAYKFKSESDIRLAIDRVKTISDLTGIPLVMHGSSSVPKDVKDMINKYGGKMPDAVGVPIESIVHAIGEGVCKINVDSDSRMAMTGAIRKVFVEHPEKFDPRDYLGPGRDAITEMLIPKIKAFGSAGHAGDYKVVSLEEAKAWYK
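40 nM FBPA preincubated 10 min at RT with compound (up to 57.5 uM final), then substrate plus GAPDH/TPI/NAD/arsenate coupling and diaphorase/resazurin added. Fluorescence read after 20 min at RT, 525/598 nm.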
Shiga inhibitor: Shiga toxin inhibition. AID 2315. Vero cells, Shiga toxin protein synthesis inhibition reporter. 290,000 tested, 9.2% active. inhibition, % at 38.7 µM; in the data active means inhibition mostly above about 28%, no sharp cut-off; inactive means mostly below about 43%; further: 0% is about no effect
* = called active by the depositor; ? = inconclusive; . = not tested or not shown; + = active, no number; & = joins results of further samples; [ ] = another dose, or the depositor's remark. Unless noted, the call rests on the fitted dose curve; in most records, active means well fitted curve in the direction sought with a large enough effect; inconclusive means small, poorly fitted or top-dose-only effect, or another doubt; inactive means no such curve, though single readings can be large; an effect the other way counts as inactive or inconclusive. Compounds were not picked by outcome, and some 24% of all compounds hit somewhere here.

Order of results – Shiga inhibitor | Sm TGR inh | Pf growth 96h | Pf growth 48h | CHX counter | FBPA Giardia inh
CCCNC(=S)Nc1ccc(Cl)cc1Cl
→ 41* | -22% | 68%[activator] | 23% | 1 | 2%
O=C(Nc1ccc2nc3n(c(=O)c2c1)CCCCC3)C(=O)N1CCN(c2ccc(F)cc2)CC1
→ -2 | -19% | ? | ? | -4 | .
O=C1c2ccccc2C(=O)N1CN(C(=O)COc1ccccc1)c1ccc(F)cc1
→ -7 | 0% | 15% | 2% | -1 | 7%
O=C(Nc1nnc(C(F)(F)F)s1)c1c(F)cccc1F
→ -4 | 11% | 2% | ? | 11 | -19%
O=C(NCCC1=CCCCC1)C1CCN(S(=O)(=O)c2ccccc2C(F)(F)F)CC1
→ . | 2% | ? | 10µM* | . | .
Cc1nnsc1C(=O)N1CCCC(Nc2ccc(F)c(F)c2)C1 (configuration not stated)
→ 2 | -10% | 19% | -6% | 8 | .
CN1CC(C(=O)c2cccs2)C(c2ccc(Cl)cc2)C1 (configuration not stated)
→ -8 | -19% | -15% | -12% | -3 | -6%
Cc1ccc(NC(=O)CN(C)C(=O)c2ccccc2OCc2c(C)noc2C)cc1
→ . | 3% | 13% | 10% | . | .
COc1cc2c(cc1OC)[C@@H](Cc1ccc(OCCC#N)cc1)N(C)CC2
→ -3 | 50µM* | ? | -7% | -3 | -8%
CCOC(=O)N1CCN(C(=O)C2CCC(=O)N(Cc3cccc(C(F)(F)F)c3)C2)CC1 (configuration not stated)
→ -7 | -18% | ? | ? | -2 | .
O=C(CN1CCCCCC1)Nc1ccc(F)c(F)c1F
→ -6 | 39%[activator] | ? | 17% | 2 | 7%
Cc1cc(C)c(S(C)(=O)=O)c(Oc2ccccc2C)n1
→ 44 | -13% | 29% | ? | -1 | 6%
N#C/C(=C\c1ccccc1O)C(=O)Nc1ccccn1
→ 82* | -4% | 20% | 46%[activator] | 21* | -3%
CCOC(=O)C1CCCN(CCSc2ccc(C)cc2)C1 (configuration not stated)
→ 30 | ? | ? | 33%[activator] | 1 | ?
CSc1ccc(C(=O)C2CCCN(S(=O)(=O)c3c(C)noc3C)C2)cc1 (configuration not stated)
→ 2 | 5%[57.1 µM] | 6% | -19% | -4 | -3%
CCS(=O)(=O)N1CCN=C1SC(C)c1ccccc1 (configuration not stated)
→ 4 | 6% | -23% | -19% | -3 | .
O=c1[nH]nc(Cc2ccc(-c3cccc(Cl)c3)o2)c2ccccc12
→ -1 | -30% | 0% | ? | -2 | -1%
Cc1ccc(-c2nnc(N(C)C(=O)c3cccnc3)s2)cc1
→ 77 | 10% | ? | 76%[activator] | 34* | .
CCn1c(SCC(=O)Nc2sc(C)c(C)c2C#N)nnc1C(C)C
→ -11 | -6% | . | 0% | -3 | 3%
COc1ccc2c(C)cc(SCC#N)nc2c1
→ 24 | 0% | 13% | 26% | 1 | -3%
O=[N+]([O-])c1ccc(C2C3C(c4ccccc4)=NC4(CCCC4)N32)cc1 (configuration not stated)
→ -7 | -8% | ? | 8% | -1 | -1%
O=C(O)c1cc(-c2cccnc2)nc2ccc(Br)cc12
→ 8 | 4% | 38%[activator] | 17% | -4 | -3%
C=CCSc1nnc(NC(=O)c2nc(SCC)ncc2Cl)s1
→ -6 | 1% | ? | . | -2 | 14%
Fc1ccc(CNn2cnnc2SCc2ccc(F)cc2)cc1
→ -6 | -1% | -16% | ? | -6 | -3%
N#C/C(=N\Nc1ccccc1Cl)C(=O)c1ccccc1
→ -8 | 1% | ? | 42%[activator] | 14 | -13%
COC(=O)c1ccc(Oc2ccc(S(=O)(=O)N3CCCCC3)cc2N)cc1
→ -7 | -4% | -10% | 6% | -4 | 10%
Cn1nnc(NC(=O)CSc2ccc(Cl)cc2)n1
→ 12 | -18% | . | ? | 3 | 4%
CC(=O)Nc1ccc(S(=O)(=O)NNC(=O)c2ccc(C)cc2)cc1
→ -16 | -1% | 9% | . | 3 | 0%
N#CC1(c2ccccc2)CCCN1C(=O)c1ccccc1Cl (configuration not stated)
→ -4 | 5% | . | 12% | 1 | -1%
O=C(NNC(=O)c1cc2ccccc2o1)c1ccc(F)cc1
→ . | 2% | 73%[activator] | 54%[activator] | . | .
COc1cc(C(=O)NC2CC3CCCC(C2)N3Cc2ccccc2)cc(OC)c1OC (configuration not stated)
→ 9 | -1% | -26% | ? | -1 | 3%
CC(C)(C)C(=O)COC(=O)C1=NN(c2ccccc2)C(=O)CC1
→ 11 | -12% | 11% | -4% | 4 | -11%
CC(C)(C)NCc1cccn1-c1sc2c(c1C#N)CCCC2
→ -11 | -19% | 17% | 8% | -2 | ?
Fc1ccc(N2CCN(Cc3cn[nH]c3-c3ccccc3)CC2)cc1
→ 21 | 2% | 1% | ? | 0 | -17%
Cc1nnc2c(N(C)S(=O)(=O)c3ccccc3)nc3ccccc3n12
→ 1 | -9% | ? | 13% | -7 | .
CCOc1ccc(Cc2onc3c2C(=O)CCC3)cc1OCC
→ 14 | -2% | 26% | -80% | -5 | 4%
CCSc1nc2ccccc2n1CC(N)=O
→ 1 | -1% | . | -21% | -2 | 0%
COc1ccc(Br)cc1S(=O)(=O)NNC(=O)c1c(C)nc2ccccn12
→ -11 | 0% | 45%[activator] | 10% | 1 | -3%
CCCCN(C)C(=O)C1CCN(Cc2ccccn2)CC1
→ -14 | 0% | . | 8% | -7 | -18%
CC(CN(C)Cc1ccccc1)OC(=O)c1ccccc1F (configuration not stated)
→ -9 | -3% | 29% | 5% | 0 | -22%
COc1ccc(C2CC(c3c(-c4ccccc4)c4cc(Cl)ccc4[nH]c3=O)=NN2C(=O)CCC(=O)O)cc1 (configuration not stated)
→ -5 | 3% | 13% | ? | -1 | 9%
COc1cccc(-c2nc(CC(=O)O)cs2)c1OC
→ -13 | 15% | . | 12% | -3 | 11%
COc1ccc(C(=O)c2ccc(Cl)cc2)cc1
→ 75 | -3% | 41%[activator] | 71%[activator] | 26 | 3%
Cc1ccc2c(c1)c1nnc(SCC(=O)NC3CC3)nc1n2C
→ -10 | 4% | ? | -3% | -7 | -6%
Cc1nc(N2CCN(S(=O)(=O)c3ccccc3)CC2)c2c3c(sc2n1)CC(C)CC3 (configuration not stated)
→ 9 | -4% | 10µM* | ? | -1 | 0%

Molecules above that have a furan ring, fused or not, in the order listed:
Order of results – Shiga inhibitor | Sm TGR inh | Pf growth 96h | Pf growth 48h | CHX counter | FBPA Giardia inh
O=c1[nH]nc(Cc2ccc(-c3cccc(Cl)c3)o2)c2ccccc12
→ -1 | -30% | 0% | ? | -2 | -1%
O=C(NNC(=O)c1cc2ccccc2o1)c1ccc(F)cc1
→ . | 2% | 73%[activator] | 54%[activator] | . | .

Other results
Order of results – Shiga inhibitor | Sm TGR inh | Pf growth 96h | Pf growth 48h | CHX counter | FBPA Giardia inh
Cc1ccc(SCC(=O)NCCCN2CCOCC2)cc1
→ -4 | -18% | . | 11% | -2 | 2%
c1ccc2oc(SCc3nc4ccccc4s3)nc2c1
→ + | 4% | 189%[activator] | 180%[activator] | 43* | 16%
Cc1ccccc1CN(C)C(=O)[C@H](Cc1ccccc1)NC(=O)c1ccco1
→ . | -9% | 8.3µM* | ? | . | .
COc1cccc(OC)c1OCCCOc1c(OC)cccc1OC
→ -6 | -6% | 9% | 1% | -3 | 0%
O=C(O)CCCCCCNC(=O)c1cncc(O)c1
→ -10 | 14% | 3% | 0% | -1 | 7%
CCNC(=S)N1CCN(c2ncccn2)CC1
→ -13 | 24% | 3% | 12% | 0 | 1%
CCc1nc2ccc(C(=O)NCCc3ccc(OC)c(OC)c3)cc2nc1CC
→ 3 | -3%&8% | ? | -11% | -6 | 1%
O=C(Nc1ccc(F)cc1F)c1ccc(S(=O)(=O)N2CCCCC2)cc1
→ -8 | 2% | ? | ? | 1 | .
CC1CN(C2=Nc3cccc4cccc2c34)CC(C)O1 (configuration not stated)
→ 15 | -12% | -4% | 41%[activator] | 6 | ?
O=C(CN1CCOCC1)Nc1ncc(Cc2ccccc2Cl)s1
→ -9 | 4% | -3% | -6% | 7 | -16%
Cc1ccc(C(=O)Nc2ccc(-c3csc(C)n3)cc2)cc1
→ 118* | 0% | 288%[activator] | 418%[activator] | 35* | -7%
O=C(NC1CCCc2ccccc21)c1ccc(F)cc1F (configuration not stated)
→ -9 | -3% | 18% | 13% | -3 | -4%
COc1ccc(N2CC(C(=O)NCCc3ccc(Cl)cc3)CC2=O)c(OC)c1 (configuration not stated)
→ . | -1% | 11% | ? | . | .
CC(=N[C@@H]1CCCC[C@H]1N=C(C)c1ccccc1O)c1ccccc1O
→ 8 | -8% | 65%[activator] | 24% | 7 | 3%
CCOc1ccc(NC(=O)CN(C)C(=O)CCc2ccccc2Cl)cc1OCC
→ -9 | ? | 30%[activator] | 0% | -3 | .
O=C(CC1Nc2cccc3cccc(c23)NC1=O)Nc1ccccc1 (configuration not stated)
→ -10 | -11% | 63%[activator] | -10% | -4 | ?
CCOC(=O)[C@H]1[C@H]2COc3cc(OC)ccc3[C@@H]2N2C(=O)CN(Cc3ccccc3)C(=O)[C@@]12C
→ . | -31% | ? | ? | . | .
COc1ccc(Cn2nnnc2CN2CCc3ccccc32)cc1
→ -22 | -33% | . | -18% | 0 | -10%
O=C(c1cccs1)N1CCN(C/C=C/c2ccccc2)CC1
→ 9 | 40%[activator] | ? | 15% | 18 | 1%
O=S1(=O)CCN2C(c3ccco3)=CSC2=N1
→ -3 | ? | -16% | 4% | -4 | -13%
NC(N)=NS(=O)(=O)c1ccc(N)cc1
→ 12 | 4% | -28% | -9% | -2 | -3%
COC(=O)c1ccccc1NC(=O)CC(=O)Nc1ccccc1C(=O)OC
→ -6 | 9% | 2% | 25% | -1 | 3%
Cn1c(SCC(=O)Nc2ccc3c(c2)OCCO3)nnc1-c1ccncc1
→ 21 | -1% | -2% | 6% | 13 | 3%
O=C(CSc1ccc(Br)cc1)Nc1ccccc1N1CCOCC1
→ -9 | -12% | ? | ? | -1 | .
CCCc1nc2oc3c(=O)[nH]cnc3c2c2c1CCCC2
→ -2 | -3% | ? | 5% | -2 | 0%
CC(C)c1ccc(NC(=O)C(c2ccc3c(c2)OCO3)N2CCC3(CC2)OCCO3)cc1 (configuration not stated)
→ 10 | -4% | 19% | ? | 6 | -15%
COC(=O)C1=CN(c2cccc(Cl)c2)C=C(C(=O)OC)C1c1cccc(OC)c1
→ -3 | -3% | 54%[activator] | 12µM* | -5 | -1%
NC(=O)C(CC(=O)O)NC(=O)[C@@H]1CCOc2c(I)cc([N+](=O)[O-])cc2C(=O)N[C@@H](CO)C(=O)N[C@@H](Cc2ccc(O)cc2)C(=O)N1 (some centres not stated)
→ -10 | -15% | 9% | 4% | -5 | 0%
Cc1ccc(N2C(=O)Nc3ccccc3C2(O)C(=O)NCCCOC(C)C)cc1C (configuration not stated)
→ -7 | -3% | -4% | 12% | -4 | 8%
c1coc(CNC2CCCCC2)c1
→ -4 | -5% | 4% | -15% | -5 | -16%
Cc1nc2ccc(S(=O)(=O)NC(CC(C)C)C(=O)O)cc2s1 (configuration not stated)
→ 7 | 10% | . | 0% | 1 | 14%
COc1ccc(/C=C/C(=O)Nc2nonc2NC(C)=O)cc1
→ 18 | 3% | ? | 55%[activator] | 9 | 2%
O=C(O)/C=C/c1ccc(Oc2ncccn2)cc1
→ 3 | -19% | 24% | 4% | -1 | -2%
O=C1NC(C(=O)O)=CC(c2ccc([N+](=O)[O-])cc2)N1 (configuration not stated)
→ -4 | -8% | 42%[activator] | 2% | -3 | 18µM*
O=C(O)c1ccc(NS(=O)(=O)/C=C/c2ccccc2)cc1
→ 12 | 6% | . | ? | 1 | 26%
CCCn1nnnc1NC(=O)COc1ccc(Br)cc1
→ -2 | 3% | ? | 0% | -3 | -10%
O=C(Nc1cccc(S(=O)(=O)N2CCCCC2)c1)c1ccccn1
→ 26 | 4% | -27% | 2% | 27* | -12%

High-throughput results deposited in PubChem BioAssay by National Center for Advancing Translational Sciences (NCATS).
